# NCOA2 inhibitor – human SRC2 (NCOA2) inhibition; HEK293 GAL4-SRC2 luciferase reporter, luminescence; inhibition, % at 9 µM; hit rate 0.17% among 370,000; AID 651957;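 active means inhibition above the mean inhibition of all tested compounds plus 3 SD, set per campaign, cut at about 52% in these data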;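 further: 0% = DMSO treated cells and 100% = cells given Gossypol at 36 µM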
# KKLEB tox – CF airway cell cytotoxicity counter-screen; KKLEB CF airway cells viability, ATPlite luminescence, overnight; stronger effect = lower value; cells stimulated with P. aeruginosa culture filtrate; activity change (cytotoxicity), % at 5 µM; hit rate 0.36% among 360,000; AID 602141;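 active means corrected activity change at or below -50% at 5 µM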
# TRAIL sens C8 – sensitizes caspase-8 expressing cells to TRAIL; NB7+C8 cells + TRAIL, ATPlite viability luminescence; inhibition (viability loss, TRAIL sensitization), % at 10 µM; hit rate 1% among 360,000; AID 624354;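 active means compounds causing at least 50% loss of cell viability in the single-dose screen, relative to plate controls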
# NR2F2 inh – inhibitors of human COUP-TFII (NR2F2). hit rate 0.7% among 370,000. inhibition, % at 8.6 µM. HEK293T NGFI-A luciferase reporter, luminescence. AID 686940;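 active means inhibition above a per-plate cutoff, mean inhibition of test wells between control levels plus 3 SD, cut at about 38% in these data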;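 further: cells cotransfected with COUP-TFII expression vector driving the NGFI-A reporter; 0% = median of COUP-TF2 test wells and 100% = reporter-only cells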
# TROY NFkB inh – TROY signaling inhibition; Q293 LMP1-TROYcd NF-kB luciferase reporter, 4 h; inhibition, % at 10 µM; hit rate 0.98% among 360,000;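 active means compounds whose plate-normalised and pattern-corrected inhibition of the luciferase reporter signal at the single screening dose is 50% or more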
# CF NFkB block – blocks PAF-induced NF-kB reporter in cystic fibrosis cells; inhibition, % at 5 µM; AID 588850; KKLEB NF-kB-GFP reporter, GFP fluorescence overnight; hit rate 0.86% among 360,000;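 active means at least 50% inhibition at 5 µM, scaled per plate between neutral and stimulator controls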;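 further: PAF is a Pseudomonas aeruginosa culture filtrate used as stimulus; plate controls were PAF-stimulated DMSO wells for no effect and unstimulated DMSO wells for full effect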
# NCOA1 inh – inhibits human SRC1 coactivator; inhibition, % at 3.6 µM; AID 588354; Q15788; HEK293 GAL4-SRC1 luciferase reporter, luminescence; hit rate 0.12% among 360,000;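 active means inhibition above the campaign mean plus 3 SD, with each screening campaign given its own cutoff, cut at about 60% in these data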;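 further: 0% = DMSO treated cells and 100% = gossypol at 36 µM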
# Target sequence (Q15788 whole entry, looked up, the tested form may be a part): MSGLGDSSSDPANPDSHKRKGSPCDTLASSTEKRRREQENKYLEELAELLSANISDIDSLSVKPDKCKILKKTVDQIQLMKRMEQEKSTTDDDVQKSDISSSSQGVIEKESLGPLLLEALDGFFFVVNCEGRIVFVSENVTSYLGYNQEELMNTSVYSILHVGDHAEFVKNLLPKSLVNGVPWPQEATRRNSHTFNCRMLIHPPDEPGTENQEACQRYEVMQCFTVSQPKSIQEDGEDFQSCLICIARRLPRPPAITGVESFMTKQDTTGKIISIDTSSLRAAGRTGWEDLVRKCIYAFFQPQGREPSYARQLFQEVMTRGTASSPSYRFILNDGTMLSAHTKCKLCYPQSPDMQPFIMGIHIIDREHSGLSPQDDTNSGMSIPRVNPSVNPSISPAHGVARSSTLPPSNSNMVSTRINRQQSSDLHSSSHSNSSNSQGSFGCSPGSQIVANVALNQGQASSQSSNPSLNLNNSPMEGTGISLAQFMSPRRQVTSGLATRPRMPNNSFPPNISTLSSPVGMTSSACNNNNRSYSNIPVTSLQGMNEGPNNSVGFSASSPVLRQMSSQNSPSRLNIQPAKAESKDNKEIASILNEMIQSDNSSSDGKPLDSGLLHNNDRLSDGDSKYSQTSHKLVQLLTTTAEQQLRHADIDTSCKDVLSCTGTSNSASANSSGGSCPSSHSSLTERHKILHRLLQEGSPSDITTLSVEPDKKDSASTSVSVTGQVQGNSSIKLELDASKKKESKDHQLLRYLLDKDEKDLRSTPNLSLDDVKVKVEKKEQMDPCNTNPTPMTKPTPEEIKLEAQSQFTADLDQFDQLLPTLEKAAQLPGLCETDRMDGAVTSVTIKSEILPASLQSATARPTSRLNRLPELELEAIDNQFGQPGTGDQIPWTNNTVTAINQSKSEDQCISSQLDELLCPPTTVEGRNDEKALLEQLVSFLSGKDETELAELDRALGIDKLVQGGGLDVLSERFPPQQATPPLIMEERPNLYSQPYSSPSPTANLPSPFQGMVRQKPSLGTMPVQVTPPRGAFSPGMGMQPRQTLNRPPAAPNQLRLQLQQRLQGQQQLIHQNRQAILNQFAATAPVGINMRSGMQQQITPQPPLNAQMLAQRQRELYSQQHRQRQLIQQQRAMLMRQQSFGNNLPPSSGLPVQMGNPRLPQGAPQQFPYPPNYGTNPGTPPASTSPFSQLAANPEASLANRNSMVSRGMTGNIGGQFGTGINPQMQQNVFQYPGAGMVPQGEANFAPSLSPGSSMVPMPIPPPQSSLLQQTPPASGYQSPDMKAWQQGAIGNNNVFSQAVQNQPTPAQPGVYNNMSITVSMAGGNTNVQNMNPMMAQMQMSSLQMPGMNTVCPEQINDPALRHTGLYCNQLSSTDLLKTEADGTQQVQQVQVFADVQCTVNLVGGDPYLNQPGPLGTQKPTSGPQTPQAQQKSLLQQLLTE
# SRC3 inh – inhibits human SRC3 coactivator; inhibition, % at 3.6 µM; HEK293 GAL4-SRC3 luciferase reporter, luminescence; hit rate 0.17% among 360,000;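 active means inhibition above a per-campaign cutoff, the mean of all compounds plus 3 SD, cut at about 60% in these data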;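 further: 0% = DMSO-treated cells and 100% = gossypol-treated cells at 36 µM; higher means less SRC3-driven luciferase light from the GAL4 reporter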
# TWEAK Fn14 block – inhibitors of TWEAK-Fn14 interaction signaling | TWEAK-stimulated Fn14 reporter cells, luciferase luminescence, 8 h | inhibition, % at 10 µM | hit rate 2% among 360,000 | AID 1159606; in the data active means inhibition above about 50%
# LRH-1 inv ag – NR5A2 inverse agonism in reporter assay; HEK293T StAR-luciferase reporter, LRH-1 transfected, 24 h; AID 602396; hit rate 0.13% among 360,000; O00482; inhibition, % at 3.6 µM;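 active means inhibition above the mean inhibition of all tested compounds plus 3 SD, cut at about 73% in these data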;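 further: 0% = DMSO wells and 100% = reporter-only cells lacking LRH-1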
# LMP1 NFkB inh – Epstein-Barr LMP1 NF-kappaB reporter inhibition | LMP1-induced NF-kappaB luciferase reporter cells, luminescence | inhibition, % at 12.5 µM | hit rate 0.69% among 350,000 | AID 504558; in the data active means inhibition above about 41%;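 further: 0% = neutral control wells and 100% = reference inhibitor control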
# Active calls of the source: *; · = not tested or not shown.
1: COC(=O)C1=C(C)N(Cc2ccccc2)C(=NCc2ccco2)N[C@H]1c1cccc(F)c1
2: CC1Sc2ccc(S(=O)(=O)N3CCC(C(N)=O)CC3)cc2NC1=O (stereo unspecified)
3: Cc1nc(C)c(Oc2ccc(Cl)cc2Cl)c(=O)[nH]1
4: O=C(Nc1ccc2c(c1)OCO2)C(c1ccc(Cl)cc1)N1CCC2(CC1)OCCO2 (stereo unspecified)
5: CCCCN1C(=S)SC(C)(C)C1/[N+]([O-])=C/c1ccc(S(=O)(=O)NC)cc1 (stereo unspecified)
6: OC1CCCN(CC(O)COC(c2ccccc2)c2ccccc2)C1 (stereo unspecified)

assay / entry	1	2	3	4	5	6
NCOA2 inhibitor	-17	-21	-5	12	0	-12
KKLEB tox	-1	-3	-1	6	-2	11
TRAIL sens C8	-2	-9	-22	-4	-1	7
NR2F2 inh	-15	9	26	-1	-1	-13
TROY NFkB inh	8	-8	4	5	3	1
CF NFkB block	-4	0	11	2	2	-9
NCOA1 inh	0	-9	8	1	4	-14
SRC3 inh	18	-8	-1	-20	26	-5
TWEAK Fn14 block	9	2	6	-11	12	1
LRH-1 inv ag	-23	1	15	20	1	-20
LMP1 NFkB inh	0	-3	2	2	8	-3

7: O=C(Nc1ccc(NC(=O)C2CC2)nc1)c1cccnc1
8: Cc1ccc(N=C2NC(=O)S/C2=C\c2ccco2)cc1
9: COC(=O)c1ccc(N2CCN(S(=O)(=O)c3ccc(Br)cc3)CC2)c([N+](=O)[O-])c1
10: COc1ccc(-c2nc(=S)[nH][nH]2)cc1
11: O=C1N[C@@H](Cc2ccccc2)C(=O)N2CCC[C@@H]12
12: COc1ccc2[nH]c(=O)c(CN(CCCN(C)C)C(=O)Nc3ccc(F)cc3)cc2c1

assay / entry	7	8	9	10	11	12
NCOA2 inhibitor	-3	-23	5	-27	-3	-7
KKLEB tox	-15	10	8	4	17	-2
TRAIL sens C8	-11	-6	-6	-11	6	-1
NR2F2 inh	8	-6	10	4	-24	2
TROY NFkB inh	10	-22	18	-4	-14	4
CF NFkB block	3	-30	-6	-3	-2	-3
NCOA1 inh	-4	-2	-11	-8	-2	-16
SRC3 inh	14	-19	-4	-6	12	4
TWEAK Fn14 block	-3	-9	27	-7	2	-6
LRH-1 inv ag	20	-32	9	-19	3	-10
LMP1 NFkB inh	-1	9	7	-11	6	-7

13: CCOc1ccc(N=Nc2ccc(O)c3ncccc23)cc1
14: Cc1cc(Br)ccc1S(=O)(=O)n1ccnc1C
15: CCOC(=O)CCCNC(=O)COC(=O)c1cc(Br)c(Br)s1
16: O=C(O)c1ccccc1/C=N/n1c(C2CCCCC2)n[nH]c1=S
17: Cc1ccc(S(=O)(=O)N2CCC(=O)N(CCOC(=O)Nc3cccc(Cl)c3)CC2)cc1
18: O=C(c1ccc(-c2ccccc2)cc1)N1CCN(c2ccccc2F)CC1

assay / entry	13	14	15	16	17	18
NCOA2 inhibitor	15	8	-44	0	-1	-5
KKLEB tox	7	11	-21	-2	14	4
TRAIL sens C8	29	0	-2	5	11	10
NR2F2 inh	-19	11	-19	-29	2	-19
TROY NFkB inh	-9	11	-7	-8	-18	6
CF NFkB block	-38	-2	-4	4	-22	1
NCOA1 inh	-28	-7	-1	6	-29	11
SRC3 inh	11	12	0	19	-19	-5
TWEAK Fn14 block	-52	4	-5	-7	-3	-1
LRH-1 inv ag	0	6	3	-10	-4	-1
LMP1 NFkB inh	6	-5	8	2	-5	-8

19: Cc1cccc(/C=C/c2onc(C)c2S(=O)(=O)N2CCC(C(=O)NC(C)(C)C)CC2)c1
20: COC(=O)c1[nH]c2cccc(OC)c2c1NC(=O)CN(C)CC1OCCO1
21: O=C(CCC(=O)c1ccc(Br)cc1)Nc1ccc(F)cc1
22: COc1ccc(C)cc1NC(=O)CCNC(=O)c1ccco1
23: Fc1cccc(Nc2nc3ccccc3n3cnnc23)c1
24: Cn1c(N)c(S(=O)(=O)c2ccc(Br)cc2)c2nc3ccccc3nc21

assay / entry	19	20	21	22	23	24
NCOA2 inhibitor	-37	-15	-2	-10	-3	11
KKLEB tox	-15	6	10	-13	-1	1
TRAIL sens C8	-3	-12	0	6	-6	7
NR2F2 inh	9	-11	-15	-2	-14	13
TROY NFkB inh	18	7	-18	3	-10	29
CF NFkB block	-13	2	-14	14	-26	3
NCOA1 inh	1	1	-20	10	-2	1
SRC3 inh	-28	-11	-5	-10	-1	0
TWEAK Fn14 block	-16	-8	-14	16	-1	8
LRH-1 inv ag	15	-6	8	-10	1	7
LMP1 NFkB inh	-3	3	0	-7	-1	1

25: CCN(CC(=O)Nc1ccccc1C(F)(F)F)C(=O)c1ccc2[nH]c3c(c2c1)CC(C)CC3 (stereo unspecified)
26: COc1cccc(Nc2nc(C(N)Cc3ccc(F)cc3)cs2)n1 (stereo unspecified)
27: Oc1ccc(N=Nc2ccc3c(c2)OCCO3)c(O)c1
28: CCN(CC)c1ccc(/C=c2\sc3nnc(-c4ccccc4Cl)n3c2=O)cc1
29: CCC(=O)c1ccc(OCC(=O)Nc2ccc3nc(C)sc3c2)cc1
30: O=C(Nc1ccc(S(=O)(=O)Nc2nccs2)cc1)c1ccc(=O)[nH]c1

assay / entry	25	26	27	28	29	30
NCOA2 inhibitor	11	15	38	6	0	1
KKLEB tox	6	-28	-3	8	0	14
TRAIL sens C8	6	36	72*	13	13	-2
NR2F2 inh	7	-11	3	-2	-42	6
TROY NFkB inh	-32	14	0	-5	13	15
CF NFkB block	-29	37	-30	-30	-13	-8
NCOA1 inh	35	3	-15	0	1	8
SRC3 inh	17	0	19	8	6	11
TWEAK Fn14 block	-39	6	5	20	9	10
LRH-1 inv ag	7	9	-73	-1	1	-9
LMP1 NFkB inh	10	·	39	3	2	-3

31: CCCc1[nH][nH]c(=O)c1C(c1ccc(Br)cc1)C(C#N)C#N (stereo unspecified)
32: CCc1c(C)nc2ncnn2c1N1CCCC(C(=O)NCCc2ccccc2)C1 (stereo unspecified)
33: O=S(=O)(c1ccccc1)c1nc(-c2ccccc2)oc1NCc1cccnc1
34: Cc1cc(=O)n2c(-c3ccc(Cl)cc3)csc2n1
35: NC1=NN(c2c(Cl)cc(Cl)cc2Cl)C(=O)C1
36: O=C(NCc1cccnc1)C1CC(c2ccccc2O)=NO1 (stereo unspecified)

assay / entry	31	32	33	34	35	36
NCOA2 inhibitor	12	·	-4	4	-3	7
KKLEB tox	5	-4	6	2	-5	8
TRAIL sens C8	-4	4	-2	-8	-12	12
NR2F2 inh	19	·	-6	-1	-6	29
TROY NFkB inh	6	-18	·	-21	-4	-19
CF NFkB block	-12	5	0	1	7	-22
NCOA1 inh	6	-15	12	10	-3	-21
SRC3 inh	23	-8	10	4	-36	4
TWEAK Fn14 block	-6	-7	20	-9	12	13
LRH-1 inv ag	6	-38	-3	9	17	-13
LMP1 NFkB inh	-24	3	-15	1	7	2

37: CC(=O)Nc1cccc(N)c1
38: N#CC(c1ccccc1)C(CC(=O)c1ccccc1)c1ccccc1 (stereo unspecified)
39: O=C(COC(=O)c1ccccn1)Nc1ccc2c(c1)OCO2
40: N#Cc1c(NC(=O)CCC(=O)O)sc2c1CCCC2
41: O=C1NC[C@H](CCCCN2CCN(CC3CCCCC3)C(=O)C2=O)N(CC2CCCCC2)C1=O
42: O=C(O)c1ccc(N2C(=O)CC(N3CCN(c4ccc(Cl)cc4)CC3)C2=O)cc1 (stereo unspecified)

assay / entry	37	38	39	40	41	42
NCOA2 inhibitor	6	8	4	19	19	-37
KKLEB tox	2	-11	7	-6	·	-4
TRAIL sens C8	-9	-6	-2	-6	-6	14
NR2F2 inh	-14	2	6	-4	2	-12
TROY NFkB inh	-13	-11	-17	-10	0	26
CF NFkB block	-2	4	-6	10	·	1
NCOA1 inh	6	11	-1	-11	·	8
SRC3 inh	5	3	18	12	·	0
TWEAK Fn14 block	3	17	-11	5	-10	-17
LRH-1 inv ag	5	2	1	13	11	-4
LMP1 NFkB inh	2	-9	0	33	·	-12

43: Cc1ccc(C(=O)NC(=S)N2CC(C)OC(C)C2)cc1[N+](=O)[O-] (stereo unspecified)
44: CCCn1cc(CN2CCCC(C(=O)c3cccc(OC(C)C)c3)C2)c(C)n1 (stereo unspecified)
45: C/C(=N\NC(=O)c1cc(-c2ccc(O)cc2)nc2ccccc12)c1cccnc1
46: Cc1cccn2c(=O)nc(SCC(=O)N3CCN(c4ccccc4)CC3)nc12
47: O=c1c2ccccc2[nH]c(=S)n1CCCn1ccnc1
48: O=C1NC(=S)SC1=Cc1ccccc1Br

assay / entry	43	44	45	46	47	48
NCOA2 inhibitor	·	-7	-2	-22	-14	-12
KKLEB tox	-2	-30	-3	4	3	-2
TRAIL sens C8	-13	6	3	7	-15	-5
NR2F2 inh	·	17	8	8	12	16
TROY NFkB inh	9	13	-7	1	-11	20
CF NFkB block	2	10	-52	-2	13	49
NCOA1 inh	9	13	-19	-22	-15	-70
SRC3 inh	15	-8	17	9	8	-23
TWEAK Fn14 block	-12	-2	-38	-6	26	21
LRH-1 inv ag	-8	-6	25	-5	18	-29
LMP1 NFkB inh	0	7	·	-3	-3	3

49: O=C(Nc1ccc2[nH]ncc2c1)c1ccccc1Cl
50: CC(C)c1ccc(-c2nnc(SCC(=O)NC3CC3)n2C)cc1
51: Nc1nc(N)c(Cc2ccc(Cl)cc2Cl)c(N)n1
52: COc1ccc(-c2cc(C(F)(F)F)c3c(N)c(C(=O)NCCSC)sc3n2)cc1

assay / entry	49	50	51	52
NCOA2 inhibitor	-37	-27	-9	-35
KKLEB tox	-17	-11	10	12
TRAIL sens C8	48	4	5	0
NR2F2 inh	-46	-26	12	-17
TROY NFkB inh	-22	-11	-7	5
CF NFkB block	21	9	11	-16
NCOA1 inh	-67	-22	4	-7
SRC3 inh	-92	-19	5	7
TWEAK Fn14 block	0	-6	-13	-8
LRH-1 inv ag	-89	-7	-1	23
LMP1 NFkB inh	0	1	24	-15
